# Screens (PubChem)
# eLon inh = inhibits E. coli Lon protease | P0A9M0 | purified E. coli Lon protease, fluorescence polarization | inhibition, % at 7.94 µM | actives 0.42% (n = 360,000); in the data active = inhibition above about 13%, passing the limit was not always enough;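 note: 0% = enzyme with probe and DMSO and 100% = no enzyme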
# Neddylation inh = cullin neddylation inhibition. P61081+Q13564. TR-FRET cullin neddylation, biochemical. calls only at 25 µM. actives 0.58% (n = 360,000); in the data active = inhibition above about 36%
# NRP1-CendR mod = modulators of CendR peptide binding to human neuropilin-1 | O14786 | FAM-RPARPAR peptide binding to NRP-1, fluorescence polarization | inhibition, % at 25 µM | actives 0.85% (n = 360,000) | AID 602438;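 active = inhibition or corrected inhibition above about 18%, plus a signal ratio from 0.5 to 1.5, limit read from the data, passing the limit was not always enough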; note: strong numbers were not always called active
# PABP1 MLLE inh = inhibitors of microRNA-mediated deadenylation, human PABP1 MLLE binding. inhibition, % at 20 µM. actives 0.36% (n = 360,000). P11940. GST-MLLE / FITC-PAM2 fluorescence polarization; in the data active = inhibition above about 35%, passing the limit was not always enough;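 note: plate controls were DMSO wells with GST-MLLE for no effect and wells lacking GST-MLLE protein for full effect; some results filed as inactive read as strong as hits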
# Target sequence (P11940 whole entry, looked up): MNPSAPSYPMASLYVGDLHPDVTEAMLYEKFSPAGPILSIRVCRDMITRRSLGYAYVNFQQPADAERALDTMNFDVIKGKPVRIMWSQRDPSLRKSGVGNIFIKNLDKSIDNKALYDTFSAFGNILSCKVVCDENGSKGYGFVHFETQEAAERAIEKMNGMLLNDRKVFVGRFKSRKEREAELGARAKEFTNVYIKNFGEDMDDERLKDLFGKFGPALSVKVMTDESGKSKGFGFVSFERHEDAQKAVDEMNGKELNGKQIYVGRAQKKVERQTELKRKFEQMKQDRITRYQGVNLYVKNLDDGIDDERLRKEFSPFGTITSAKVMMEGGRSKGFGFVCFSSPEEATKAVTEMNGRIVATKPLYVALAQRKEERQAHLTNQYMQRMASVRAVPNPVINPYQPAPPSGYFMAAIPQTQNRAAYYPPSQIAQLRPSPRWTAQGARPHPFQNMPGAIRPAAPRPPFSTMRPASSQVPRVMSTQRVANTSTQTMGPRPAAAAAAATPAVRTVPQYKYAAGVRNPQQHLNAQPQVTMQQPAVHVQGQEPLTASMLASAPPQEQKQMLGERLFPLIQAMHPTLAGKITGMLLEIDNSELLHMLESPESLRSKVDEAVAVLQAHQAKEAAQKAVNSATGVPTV
# MT1-MMP act inh = MT1-MMP (human) activation inhibition; P50281; HT1080 RFP-PRO-GFP cells, GFP/RFP ratio fluorescence, overnight; percent of plate control window, DMSO zero; GFP/RFP ratio change, % at 20 µM; actives 0.061% (n = 360,000); AID 651647;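 active = GFP/RFP ratio change of at least 30% with cell ATP level not reduced by more than half and red fluorescence within 50% of control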; note: strong numbers were not always called active
#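 Assay system: HT1080 RFP-PRO-GFP cells. Benchmarks: DMSO vehicle wells and RFP-L50D-GFP reporter cell wells. Times: overnight cell settling, then overnight compound exposure, 37 °C, 5% CO2. Compound: 20 µM single dose, 1% DMSO. Read-out basis: GFP/RFP fluorescence ratio.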
# Rin1 Abl inh = human Rin1-Abl interaction inhibition. inhibition, % at 7.35 µM. P00519+Q13671. actives 0.4% (n = 360,000). TR-FRET Rin1/Abl binding, biochemical; in the data active = inhibition above about 5%, passing the limit was not always enough
# FAS TE block = FAS thioesterase (human) inhibition | recombinant FAS-TE, OMFH fluorogenic substrate, fluorescence endpoint | actives 0.67% (n = 360,000) | inhibition, % at 15 µM;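 active = compounds whose normalised, plate-corrected inhibition of enzyme fluorescence in the single-dose primary screen is 50% or more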;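 note: 0% = DMSO with enzyme and 100% = substrate without enzyme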
# SKN-1 inh = C. elegans SKN-1 inhibition | C. elegans VP596 Pgst-4::GFP/RFP ratio, acrylamide-induced, 24 h | AID 624304 | inhibition, % at 21.8 µM | actives 0.49% (n = 360,000);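 active = interference check ratio from 0.5 to 1.5 plus GFP to RFP signal ratio inhibition reaching or exceeding a fixed threshold, cut at about 30% in these data, passing the limit was not always enough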; note: some compounds called inactive have numbers as strong as hits
# MsrA act = bovine methionine sulfoxide reductase A activation | purified bovine MsrA, absorbance read-out | activation, % at 10.6 µM | actives 0.3% (n = 360,000); in the data active = activation above about 7.5%;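 note: 0% = vehicle and 100% = reference activator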
# An asterisk follows results filed as active; i = inactive; / = no result given; & = joins results of further samples.
canonical_smiles	eLon inh	Neddylation inh	NRP1-CendR mod	PABP1 MLLE inh	MT1-MMP act inh	Rin1 Abl inh	FAS TE block	SKN-1 inh	MsrA act
Cc1cc(OCc2cccc(Cl)c2)c(C)cc1CN1CCOCC1	-4	i	4	2	-2	-2	22	72*	0
CCCCn1c(N)c(N(CC(C)C)C(=O)CSc2nnc(C)n2-c2ccc(OC)cc2)c(=O)[nH]c1=O	2	i	14	11	0	0	-5	3	4
Cc1oc2ccccc2c1CNC(=O)N(C)C	1	i	-2	3	-6	-3	-4	1	-8
O=C(Nc1ccc(S(=O)(=O)N2CCOCC2)cc1)c1ccc([N+](=O)[O-])s1	-10	i	-1	-11	-1	3	-3	3	-4
CCOC(=O)c1sc(NC(=O)c2ccc(S(=O)(=O)N(C)C)cc2)cc1C	-10	/	3	-13	6	-4	20	-3	-3
O=C(OCc1ccccc1)N1CCC2CC1c1cc(N3CCN(S(=O)(=O)c4cc(Cl)cc(Cl)c4)CC3)ccc12 (centres undefined)	-3	i	8	8	2	1	26	-7	-5
Cc1cc2nc(/N=C(\N)NC(=O)N3c4ccccc4Sc4ccccc43)nc(C)c2cc1C	-17&-7	i	-3&0	-31&0	2&-7	-1&-1	62*	16&11	-3&-3
Cc1ccc(C(=O)O/N=C(\N)c2ccccc2)c(Cl)c1	-1	i	4	4	0	1	9	13	-3
CCOc1ccc(NC(=O)CN(C)C(=O)/C=C/c2ccc(S(=O)(=O)N3CCCCCC3)cc2)cc1OCC	-7	i	-5	-24	-4	-6	-12	12	-12
O=C(c1ccccc1)c1sc(N2CCOCC2)nc1-c1ccccc1	-7	i	4	2	-3	-1	12	8	-2
CC(NS(=O)(=O)c1ccc2c(c1)CC(C)N2C(=O)C1CC1)c1ccccc1 (centres undefined)	-4	i	0	5	0	9.5*	-1	-4	0
C=CCn1c(SCC(=O)N2CCc3ccccc3C2)nnc1-c1ccncc1	7	i	4	-8	3	2	-5	2	-6
Cc1cccc(CSc2ccc3nnc(-c4cccnc4)n3n2)c1	-5	i	-8	17	10	-4	6	-1	-4
COc1ccc2c(c1OC)C(=O)OC2CC(=O)c1ccc2c(c1)OCO2 (centres undefined)	0	i	7	-2	-2	6	-4	5	-15
COc1ccccc1Nc1nnc(SCc2cc(=O)n3cc(C)ccc3n2)s1	2	i	20	-17	0	0	10	13	-2
Cn1nnnc1SCc1nnc(-c2ccc(F)cc2)o1	-3	i	25*	-7	4	1	-6	11	-4
CCOC(=O)c1c(S(=O)(=O)Nc2ccc(F)cc2C)c(C)n(C)c1C	-4	i	3	5	0	4	5	-5	-2
CC1(C)NC(=O)N(CCCSc2ccc(Cl)cc2)C1=O	7	i	9	11	-1	1	-3	7	1
CC(=O)c1c(C)[nH]c(C(=O)OCC(=O)NCCC(C)C)c1C	-6	i	0	-33	3	-1	0	3	-5
O=C1CC(=O)C(n2cncn2)C(c2c(F)cccc2Cl)C1 (centres undefined)	-1	i	-9	-6	-2	-1	-10	6	-5
CC(=O)Nc1ccc(S(=O)(=O)N(C)c2ccccc2)cc1	-1	i	-3	10	-2	0	-1	0	-1
COC(=O)Cc1ccc(NC(=S)Nc2ccc(N3CCOCC3)cc2)cc1	1	i	-10	19	7	-2	1	5	-1
O=c1c2c3c(sc2ncn1/N=C/c1ccc([N+](=O)[O-])o1)CCCC3	-2	i	2	0	6	-2	3	26	8
CN(C)C1(CNC(=O)C2CCN(S(=O)(=O)c3c(Cl)cccc3Cl)CC2)CCCCC1	-19	i	-4	4	5	0	-4	20	0
Cc1ccc(S(=O)(=O)Nc2nc(C)c(C(=O)Nc3ccccc3)s2)cc1	-13	i	-11	10	3	1	-7	3	-3
O=c1nc(-c2ccccc2Cl)c2cc(F)ccc2[nH]1	-11	/	-10	-9	0	0	-8	5	-5
COCCNS(=O)(=O)c1ccc(C2CNC(=O)C2)cc1 (centres undefined)	-2	i	5	10	1	1	-1	-13	-1
O=C(/C=C/c1ccccc1[N+](=O)[O-])NCCCN1CCCC1=O	3	i	-5	-5	4	-1	-7	-11	-4
CCCC(=O)Nc1ccc(-c2cnc(-c3ccc(NC(=O)CCC)cc3)nc2)cc1	-1	i	-12	6	1	-1	-8	4	-2
O=C(Nc1ccc(F)cc1)c1cc(S(=O)(=O)N2CCCCC2)cs1	-11	i	-8	7	0	0	11	-2	0
CCc1nc(C)cn1S(=O)(=O)c1cc(F)ccc1OC	-2	i	9	2	-2	4	-2	11	-6
COc1ccc(NC(=O)c2nc[nH]c2C(=O)Nc2ccccc2C)cc1	-13	/	9	-2	0	-1	-4	-7	0
CC(=O)c1cc(-c2ccccc2)n(CCC(=O)NC(C)(C)C)c1C	-6	i	6	-4	2	-2	-5	2	-1
Cc1onc(-c2c(F)cccc2Cl)c1C(=O)OCC(=O)c1c[nH]c2ccccc12	0	i	-10	0	-5	2	20	8	-1
O=C(Nc1cnn(Cc2ccccc2)c1)NC12CC3CC(CC(C3)C1)C2	-2	i	2	7	5	-2	6	-11	-2
CCC(=O)NC(=S)Nc1ccc(NC(=O)COc2ccc([N+](=O)[O-])cc2)cc1	-2	i	0	8	4	0	22	-1	-3
CCn1c(SCC(=O)Nc2cc(C)on2)nc2c([nH]c3ccccc32)c1=O	-1	i	-7	0	1	-4	-4	-2	-2
c1ccc(C2=Nc3cccnc3C(c3ccccc3)=NN2)cc1	1	i	10	10	3	-1	-4	8	-6
COc1ccc(CNC(=O)CN(c2ccc(C(C)=O)cc2)S(=O)(=O)c2ccc(C)cc2)cc1OC	-9	i	-3	-5	3	3	-1	-13	-2
C(=N\n1cnnc1)/c1ccc(OCc2cccc3ccccc23)cc1	-8	i	-7	-3	-2	1	8	-1	-4
CCC1(c2ccc(F)cc2)NC(=O)N(CC(=O)NCc2ccc(F)cc2)C1=O (centres undefined)	42	i	3	-6	1	3	-1	-4	-5
CCCS(=O)(=O)c1c(S(=O)(=O)CCC)c2c(C)cccn2c1C(=O)OC	9	i	-1	-2	5	3	7	5	-8
O=[N+]([O-])c1ccc(O)c(/C=N/Nc2nn[nH]n2)c1	4	i	21	13	0	3	0	4	-13
COc1cc(C2Nc3ccccc3C(=O)N2c2ccccc2)ccc1O (centres undefined)	-2	/	9	1	-5	4	0	-14	-2
Nc1ncnn1Cc1ccccc1	-2	i	3	6	1	3	-5	11	-4
CCN1CCN(C2CCCCC2NS(=O)(=O)c2ccc(Cl)cc2)CC1 (centres undefined)	-12	i	13	-7	-7	3	-7	6	-1
COc1coc(/C=C/C(=O)O)cc1=O	7	i	0	9	-1	-1	-6	7	-10
COc1ccc(S(=O)(=O)Nc2c(O)ccc3ccccc23)cc1OC	5	i	-26	-4	5	1	-4	-6	-4
O=c1cc2oc3cc(O)c(O)cc3c(-c3ccccc3O)c-2cc1O	92*	i	35	196	5	67*	-2	71	-6
C=CCOCCN1C(=O)C2C(c3ccccc3)C=CC(c3ccccc3)C2C1=O (centres undefined)	0	i	1	17	-16	-1	4	-10	1
CC(CCc1ccccc1)NC(=O)CSc1ccccn1 (centres undefined)	-1	i	12	4	1	3	-1	1	-4
COc1ccccc1OCCCC(=O)Nc1nccs1	2	i	9	-1	1	3	-2	4	-2
CC(C)(C)C1(C)OC(C(N)=O)C(C(N)=O)O1 (centres undefined)	4	i	5	-1	-3	-3	-7	11	-3
CNS(=O)(=O)c1cccc(C(=O)OC2CCCCC2=O)c1 (centres undefined)	-1	i	-6	-2	-4	3	-3	-41	-8
Cc1nonc1C1CCCN1Cc1nc(-c2ccccc2Cl)oc1C (centres undefined)	-3	i	-11	2	-4	-2	16	3	-1
Cc1nnc2c(-c3ccccc3)nc3ccccc3n12	1	i	3	4	3	-1	-3	15	-4
Cc1ccc2nc(-c3ccccc3N)[nH]c2c1	3	/	7	-9	4	-1	-1	3	-4
O=C(CCc1nc2ccccc2s1)NC1CCOC1=O (centres undefined)	-1	i	-10	14	1	0	-2	-10	-3
COc1ccc(/C=C(/NC(=O)c2ccccc2)C(=O)N/N=C/c2ccncc2)cc1	2	i	-6	9	4	-6	-3	-8	-3
COC(=O)C1=C(C)N(c2cc(Cl)cc(Cl)c2)C(=O)C1	-3	i	-3	3	-20	4	0	-7	-5

# New compounds follow:
canonical_smiles	eLon inh	Neddylation inh	NRP1-CendR mod	PABP1 MLLE inh	MT1-MMP act inh	Rin1 Abl inh	FAS TE block	SKN-1 inh	MsrA act
O=C(NN1CCOCC1)c1ccc(Cl)s1	1	i	0	11	-1	-1	-4	7	-3
Cc1nc(N2CCN(C(=O)CCC(=O)O)CC2)c2c(C)c(C)sc2n1	3	i	1	-4	1	-3	-11	12	-2
CC(Nc1nc(C(F)(F)F)nc2ccccc12)c1cccs1 (centres undefined)	6	i	3	-7	1	0	22	19	-2
O=C(NCc1ccccc1)c1ccc(NC(=O)C2CCC2)cc1	-13	i	-2	7	6	1	-10	10	-6
CSc1ccc(S(=O)(=O)NCC(=O)OC(C)C(=O)NCc2ccccc2)cc1[N+](=O)[O-] (centres undefined)	-15	i	1	6	4	-2	5	0	-4
CCC(NC(=S)NCc1ccccc1)C(=O)O (centres undefined)	-4	i	2	-1	3	1	-5	8	-2
CCCCn1c(N)c(N(CC(C)C)C(=O)Cn2c(=O)cnc3ccccc32)c(=O)[nH]c1=O	-22	i	-1	10	-2	-1	-5	5	-1
COCCN1CCN(Cc2nc(Cc3ccc(OC)c(OC)c3)no2)CC1	-4	i	11	2	1	1	-1	-3	-2
CC1=C(SCc2ccccc2)C(=O)c2ccccc2C1=O	0	i	9	29	-30	0	8	13	1
O=C(NCc1cccnc1)C(=O)N/N=C/c1ccccc1[N+](=O)[O-]	1	i	1	-3	2	-2	0	-10	-5
O=C(CSc1nc2ccccc2s1)Nc1nccs1	1	i	-3	13	5	2	-7	-7	-4
Cc1ccc(O)c(C(=O)c2coc(=N)c(C(=O)NC(C)C)c2)c1	-6	i	-13	-12	-4	-6	-4	-1	-2
Cc1ccccc1C(=O)NC=C1C(=O)OC(C)(C)OC1=O	-1	i	-19	22	7	1	-3	-8	-2
COc1ccccc1N(CC(=O)NC1CCCCC1)C(=O)CNC(=O)c1cccs1	-4	i	2	1	3	0	-2	14	-2
CC(NC(=O)C(=O)NCC1CCCO1)c1ccccc1 (centres undefined)	5	i	5	4	-2	2	-6	6	-3
O=c1cc(-c2ccccc2)oc2cc(O)c(O)c(O)c12	-1	i	-26	-2	-9	21*	11	2	-5
CCNC(=O)COC(=O)c1cc(C)n(-c2ccccc2)c1C	-1	i	-4	3	1	-2	-2	5	-2

# Ordered by count of non-hydrogen atoms (ascending): 3 of the compounds above.
canonical_smiles	eLon inh	Neddylation inh	NRP1-CendR mod	PABP1 MLLE inh	MT1-MMP act inh	Rin1 Abl inh	FAS TE block	SKN-1 inh	MsrA act
O=C(NN1CCOCC1)c1ccc(Cl)s1	1	i	0	11	-1	-1	-4	7	-3
CC(NC(=O)C(=O)NCC1CCCO1)c1ccccc1 (centres undefined)	5	i	5	4	-2	2	-6	6	-3
Cc1ccccc1C(=O)NC=C1C(=O)OC(C)(C)OC1=O	-1	i	-19	22	7	1	-3	-8	-2

# Profiles as entered above. Order of values: eLon inh | Neddylation inh | NRP1-CendR mod | PABP1 MLLE inh | MT1-MMP act inh | Rin1 Abl inh | FAS TE block | SKN-1 inh | MsrA act
# Entry for `CC(C)(C)C1(C)OC(C(N)=O)C(C(N)=O)O1` (centres undefined) → 4 | i | 5 | -1 | -3 | -3 | -7 | 11 | -3
# Entry for `Cc1nc(N2CCN(C(=O)CCC(=O)O)CC2)c2c(C)c(C)sc2n1` → 3 | i | 1 | -4 | 1 | -3 | -11 | 12 | -2
